# IDE cell activ: human IDE activators in live cells, primary screen, fluorescence polarization, HEK cells, FAbeta-B substrate; FAbeta-B cleavage; 0% vehicle, 100% cell-free pure enzyme wells; Insulin-degrading enzyme (Homo sapiens), P14735; activation, % at 5.96 µM; actives 0.073% (n = 340,000);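 active means activation above the mean of all tested compounds plus 3 SD, set per screening campaign, cut at about 17% in these data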
# Target sequence (P14735 whole entry, looked up): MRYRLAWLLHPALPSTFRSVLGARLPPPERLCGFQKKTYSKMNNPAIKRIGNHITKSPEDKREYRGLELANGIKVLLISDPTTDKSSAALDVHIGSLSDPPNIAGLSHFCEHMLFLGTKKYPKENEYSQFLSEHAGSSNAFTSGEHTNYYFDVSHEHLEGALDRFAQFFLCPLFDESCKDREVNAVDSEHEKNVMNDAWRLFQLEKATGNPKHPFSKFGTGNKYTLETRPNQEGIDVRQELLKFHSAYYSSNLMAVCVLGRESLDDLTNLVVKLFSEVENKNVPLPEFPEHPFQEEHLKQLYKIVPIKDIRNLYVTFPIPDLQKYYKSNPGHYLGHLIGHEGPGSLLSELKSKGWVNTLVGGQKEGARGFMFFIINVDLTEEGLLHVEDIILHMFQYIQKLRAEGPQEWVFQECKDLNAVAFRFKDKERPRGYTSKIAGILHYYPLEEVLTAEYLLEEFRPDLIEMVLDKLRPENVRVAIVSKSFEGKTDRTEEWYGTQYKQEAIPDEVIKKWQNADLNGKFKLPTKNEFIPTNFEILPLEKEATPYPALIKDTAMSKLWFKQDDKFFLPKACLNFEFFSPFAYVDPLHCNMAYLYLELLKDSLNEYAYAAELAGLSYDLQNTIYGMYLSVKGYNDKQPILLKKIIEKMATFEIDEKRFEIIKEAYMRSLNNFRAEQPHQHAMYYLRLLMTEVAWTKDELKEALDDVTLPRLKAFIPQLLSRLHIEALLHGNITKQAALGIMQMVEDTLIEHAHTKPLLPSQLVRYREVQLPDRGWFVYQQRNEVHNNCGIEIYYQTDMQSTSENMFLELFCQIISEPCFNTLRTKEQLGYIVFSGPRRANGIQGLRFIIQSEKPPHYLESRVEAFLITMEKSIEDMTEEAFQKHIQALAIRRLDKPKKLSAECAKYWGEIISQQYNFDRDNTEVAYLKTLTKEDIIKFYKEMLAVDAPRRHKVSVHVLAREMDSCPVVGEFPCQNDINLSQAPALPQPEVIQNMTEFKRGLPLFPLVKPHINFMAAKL
# MEKK2wt PB1 HTS: modulators of MEK5 binding to wildtype MEKK2, primary screen, biochemical, multiplex bead flow cytometry, Alexa488-MEK5 | Alexa488-MEK5 binding to MEKK2 WT; actives lie on both sides | AID 1531, 2009 | binding response (% of control), % at 10 µM | actives 1.1% (n = 290,000) | Mitogen-activated protein kinase kinase kinase 2 (Homo sapiens), Q9Y2U5; in the data active means binding response below about 67% or above about 130%
# UBC9 SUMO inh: inhibitors of in vitro SUMOylation cascade, primary screen, biochemical, HTRF, uHTS; SUMO-conjugating enzyme UBC9 (Homo sapiens), P63279; HTRF SUMOylation assay, SAE1/SAE2 + UBC9; inhibition, % at 35 µM; actives 0.36% (n = 290,000); in the data active means inhibition above about 50%, passing the limit was not always enough; further: strong numbers were not always called active
# p-CIP stab down: p/CIP-EGFP fusion destabilizers, primary screen, fluorescence, F442A cells; actives 0.01% (n = 290,000); Q05BA5; decrease of EGFP signal, % at 10 µM; 16 h;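 active means EGFP signal decrease of at least 30% at 10 µM or well 3 SD below plate mean, unless failing retest; inactive means the rest, including hits failing retest or dose response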; further: some compounds called inactive have numbers as strong as hits; many of its hits are not listed in these tables
# MEKK3 PB1 HTS: modulators of MEKK3-MEK5 PB1 binding, primary screen, biochemical, wildtype MEKK3, multiplex bead flow cytometry, Alexa488-MEK5 | Mitogen-activated protein kinase kinase kinase 3 (Homo sapiens), Q99759 | bead-based flow cytometry, Alexa488-MEK5 binding to MEKK3; actives lie on both sides; 0 = blocked by unlabeled MEK5, 100 = vehicle | binding response (% of control), % at 10 µM | actives 1.4% (n = 290,000) | AID 1529, 2009;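 active means binding response more than 3 SD above or below the average of its plate-row segment, actives on both sides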;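 further: Alexa488 bead fluorescence after subtracting the streptavidin-only scavenger bead signal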
# IDE inh: human IDE inhibitors in live cells, primary screen, fluorescence polarization, HEK cells, FAbetaB substrate; inhibition, % at 5.59 µM; Insulin-degrading enzyme (Homo sapiens), P14735; AID 434962, 2010; FAbetaB cleavage; actives 0.41% (n = 320,000);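 active means percent inhibition above the average of all tested compounds plus 3 SD, set per screening campaign, cut at about 16% in these data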;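 further: IDE supplied by intact live HEK cells; FP after avidin binding of uncleaved biotin substrate so inhibition keeps polarization high; 0% = DMSO wells and 100% = 60 µM reference IDE inhibitor Ii1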
# PfM18AAP inh: PfM18AAP inhibitors, malaria aminopeptidase, primary screen, biochemical, QFRET, recombinant enzyme. M18 aspartyl aminopeptidase (Plasmodium falciparum 3D7). H-Glu-NHMec fluorogenic cleavage. inhibition, % at 7.35 µM. actives 1.2% (n = 290,000);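 active means inhibition above the campaign mean inhibition over all tested compounds plus 3 SD, cut at about 28% in these data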;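 further: 0% = plate median of test compound wells and 100% = 2 mM ZnCl2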
# MEKK2 mut-MEK5: MEK5 binding signal on mutant MEKK2 PB1, primary screen, biochemical, multiplex bead flow cytometry, Alexa488-MEK5. AID 1530, 2009. Alexa488-MEK5 binding to MEKK2 mutant. percent response, % at 10 µM. actives 0.35% (n = 290,000); in the data active means percent response above about 24%, passing the limit was not always enough; further: inactives centre near 1; some results filed as inactive read as strong as hits; reference of the scale not given here
# NALP1 yeast inh: NALP1 inflammasome inhibitors in reconstituted yeast, colorimetric, S. cerevisiae, triplicate retest. actives 0.61% (n = 280,000). inhibition, % at 10 µM. S. cerevisiae NALP1/ASC/caspase-1 growth, X-gal OD620, 72 h; in the data active means inhibition mostly above about 24%, no sharp cut-off; inactive means mostly below about 32%; further: some compounds called inactive have numbers as strong as hits
# * = called active by the depositor; nt = not tested or not shown. A portion of the library, so the mix of outcomes need not match the whole.
# A first look (2 entries):
# Every second line gives: IDE cell activ	MEKK2wt PB1 HTS	UBC9 SUMO inh	p-CIP stab down	MEKK3 PB1 HTS	IDE inh	PfM18AAP inh	MEKK2 mut-MEK5	NALP1 yeast inh
CC(=O)c1cccc(NC(=O)CCS(=O)(=O)c2cccc3nsnc23)c1
→ 5	100	13	-1	114	5	5	1	-6
COc1cccc(C(=O)NC(=S)Nc2ccccc2N2CCCCC2)c1
→ -2	101	-1	-1	101	6	6	3	8

# The list itself, from the first entry:
# Every second line gives: IDE cell activ	MEKK2wt PB1 HTS	UBC9 SUMO inh	p-CIP stab down	MEKK3 PB1 HTS	IDE inh	PfM18AAP inh	MEKK2 mut-MEK5	NALP1 yeast inh
CC(=O)c1cccc(NC(=O)CCS(=O)(=O)c2cccc3nsnc23)c1
→ 5	100	13	-1	114	5	5	1	-6
COc1cccc(C(=O)NC(=S)Nc2ccccc2N2CCCCC2)c1
→ -2	101	-1	-1	101	6	6	3	8
CC(NC(=O)C1CC2CCCC(C1)C2=O)c1ccccc1 (stereo not drawn)
→ 1	112	11	-9	106	1	-10	11	5
O=C(CCc1ccccc1)NNC(=O)Cc1ccccc1
→ 6	96	4	-8	113	-1	-11	-6	-12
COc1ccc(/C=N/NC(=O)c2ccc(NC(=O)c3cccc([N+](=O)[O-])c3)cc2)c(C(=O)O)c1OC
→ 3	89	3	-8	91	2	6	-9	13
COc1ccc(NC(=O)c2cc(C)on2)cc1OC
→ -2	101	12	-5	101	-5	-2	8	-9
COc1ccc(CCNS(=O)(=O)c2ccc3c(c2)oc(=O)n3C)cc1OC
→ 8	109	-8	-6	111	-5	4	11	12
Cc1cccc(NC(=S)N2CCn3cccc3C2c2cccnc2)c1 (stereo not drawn)
→ 4	115	-3	0	104	9	5	21	6
COc1cccc(CNC(=O)CCc2nnc3ccc(NCCCN4CCCC4=O)nn23)c1
→ 4	100	9	-1	99	-3	9	-1	31
Cc1oc(CN2CCOCC2)cc1C(=O)O
→ 2	91	-3	0	86	6	1	-10	14

# Fetched by structure from above (2):
# Every second line gives: IDE cell activ	MEKK2wt PB1 HTS	UBC9 SUMO inh	p-CIP stab down	MEKK3 PB1 HTS	IDE inh	PfM18AAP inh	MEKK2 mut-MEK5	NALP1 yeast inh
COc1ccc(CCNS(=O)(=O)c2ccc3c(c2)oc(=O)n3C)cc1OC
→ 8	109	-8	-6	111	-5	4	11	12
COc1ccc(/C=N/NC(=O)c2ccc(NC(=O)c3cccc([N+](=O)[O-])c3)cc2)c(C(=O)O)c1OC
→ 3	89	3	-8	91	2	6	-9	13

# Following part
# Every second line gives: IDE cell activ	MEKK2wt PB1 HTS	UBC9 SUMO inh	p-CIP stab down	MEKK3 PB1 HTS	IDE inh	PfM18AAP inh	MEKK2 mut-MEK5	NALP1 yeast inh
Cc1cc(C)c(S(=O)(=O)N2CCN(S(=O)(=O)N3CCOCC3)CC2)c(C)c1
→ 4	98	-9	-16	103	2	0	0	15
C(=N\c1nccs1)/Nc1nccs1
→ 1	104	4	-2	105	-2	8	2	20
COc1ccc(C=O)cc1Cn1ccnc1C
→ 0	95	6	-23	107	-6	6	-5	8
c1cc(-c2sc(-c3ccncc3)c(-c3ccncc3)c2-c2ccncc2)ccn1
→ nt	92	1	-3	97	2	5	-8	nt
CC1CN(C(=O)CCC(=O)NCc2ccccc2)c2cc(Cl)ccc2O1 (stereo not drawn)
→ 4	100	7	-15	99	-6	-2	-2	6
COc1ccc(CCNC(=O)CCN2C(=O)[C@@H]3Cc4ccccc4CN3C2=O)cc1
→ -3	97	nt	3	98	7	-3	1	23
COc1ccc(C(=O)NCC2(N3CCCCC3)CCCCC2)cc1S(=O)(=O)N(C)C
→ 0	97	-5	-8	103	1	4	7	5
COc1ccc(N2C(=O)CSCC2=O)cc1OC
→ -2	95	1	4	100	5	4	-2	-10
CC1(C)C2CCC1(C)C1(C2)NC(=O)c2ccccc2O1 (stereo not drawn)
→ 3	85	5	-6	83	-1	4	-4	25
Cc1onc(-c2ccccc2)c1CNS(=O)(=O)c1ccc(F)cc1F
→ -1	121	18	-22	121	12	-4	20	13
CCOc1cc(/C=C2\SC(=N)N(c3nccs3)C2=O)ccc1OCCN1CCOCC1
→ 6	98	7	-12	100	2	4	0	22
COc1cccc(NC(=O)Nc2nccc(C)n2)c1
→ 5	100	-6	11	105	-2	1	7	11
COc1ccc(NC2CCCN(C(=O)Cn3ccc(C)n3)C2)cc1OC (stereo not drawn)
→ 5	106	-1	7	102	-1	18	0	20
CC1=CC(C)(C)N2C(=O)C3(C(C#N)=C(N)OC4=C3C(=O)CC(C)(C)C4)c3cc(C)cc1c32 (stereo not drawn)
→ -10	94	18	-2	100	-2	2	-1	1
CCNc1nc(Cl)nc(N(NC(C)=O)C(C)C)n1
→ 4	104	5	-3	97	-9	3	-4	-5
CCOC(=O)CC(=O)CSc1nc2c(sc(=S)n2-c2ccc(OCC)cc2)c(=O)[nH]1
→ 1	91	4	12	93	-1	7	-3	8
COc1ccc(/C=C/C(=O)O)cc1S(=O)(=O)N1CCc2ccccc2C1
→ -2	99	19	-9	100	1	-9	-1	25
Cc1cccc2nc(Cn3c(=O)n(CCCC(=O)NCc4ccco4)c(=O)c4ccccc43)cc(=O)n12
→ 0	96	0	-4	95	9	3	-1	8
COc1ccccc1NC(=O)c1cc2c(s1)-c1ccccc1S(=O)(=O)C2
→ 9	106	47	-11	105	0	-14	4	nt
COc1cc(/C=N/NC(=O)C2CCN(CC(O)COCc3ccccc3)CC2)ccc1O (stereo not drawn)
→ 3	99	1	-1	101	0	-13	0	14

# Part of the list above, with the structure last.
IDE cell activ	MEKK2wt PB1 HTS	UBC9 SUMO inh	p-CIP stab down	MEKK3 PB1 HTS	IDE inh	PfM18AAP inh	MEKK2 mut-MEK5	NALP1 yeast inh	mol
6	98	7	-12	100	2	4	0	22	CCOc1cc(/C=C2\SC(=N)N(c3nccs3)C2=O)ccc1OCCN1CCOCC1
5	100	-6	11	105	-2	1	7	11	COc1cccc(NC(=O)Nc2nccc(C)n2)c1
5	106	-1	7	102	-1	18	0	20	COc1ccc(NC2CCCN(C(=O)Cn3ccc(C)n3)C2)cc1OC (stereo not drawn)
-10	94	18	-2	100	-2	2	-1	1	CC1=CC(C)(C)N2C(=O)C3(C(C#N)=C(N)OC4=C3C(=O)CC(C)(C)C4)c3cc(C)cc1c32 (stereo not drawn)
4	104	5	-3	97	-9	3	-4	-5	CCNc1nc(Cl)nc(N(NC(C)=O)C(C)C)n1

# The listing continues.
# Every second line gives: IDE cell activ	MEKK2wt PB1 HTS	UBC9 SUMO inh	p-CIP stab down	MEKK3 PB1 HTS	IDE inh	PfM18AAP inh	MEKK2 mut-MEK5	NALP1 yeast inh
N#Cc1cc(N)ccc1Sc1ccc(Cl)cc1
→ 5	98	-4	1	96	-9	-6	-12	-1
COC(=O)c1cc(S(=O)(=O)N(C)C2CCCCC2)cn1C
→ 0	101	nt	0	104	-7	-5	1	12
O=C(CN1C(=O)NC2NC(=O)NC21)N/N=C/c1ccc(F)cc1 (stereo not drawn)
→ -2	97	2	2	101	1	8	-1	10
Cc1cc(S(=O)(=O)N2CCCC2)ccc1OCC(=O)NCc1ccco1
→ 0	105	13	-10	102	8	3	5	16
COC(=O)c1ccc2c(=O)n(CCCCCC(=O)N3CCN(c4ccccc4)CC3)c(=O)[nH]c2c1
→ -2	119	-3	-7	122*	-10	-10	6	-3
Cn1c(-c2ccc(F)cc2)cnc1NCc1cccc(F)c1
→ 1	100	1	4	98	7	-3	0	35
Cc1onc(-c2c(F)cccc2Cl)c1C(=O)Nc1cccc(Cn2cccn2)c1
→ 1	96	-8	-8	92	5	2	-4	-3
O=C1c2cccc3cccc(c23)C(=O)N1c1ccc(O)cc1
→ 0	106	0	-12	104	1	7	4	-1
O=C(N/N=C/c1cccc(Cl)c1)c1c(O)c2c([nH]c1=O)CCCC2
→ 8	82	2	-6	78	-2	0	-20	nt
CCc1nc2ccccc2[nH]1
→ 0	98	3	4	100	-2	3	-1	5
O=C(C1CCN(S(=O)(=O)c2cccc3cccnc23)CC1)N1CCN(c2ccc(Cl)cc2)CC1
→ -30	100	-10	-6	104	7	-17	3	0
Cc1ccc(S(=O)(=O)N=S(CC2CC2(Cl)Cl)CC2CC2(Cl)Cl)cc1 (stereo not drawn)
→ 3	100	10	0	100	6	-14	1	22
COc1ccc(S(=O)(=O)N2CCCC(C(=O)NCc3ccco3)C2)cc1OC (stereo not drawn)
→ 3	95	-11	-14	101	3	-6	-7	-6
COc1ccccc1NC(=S)NCC1CCCCC1
→ 4	96	-8	-8	94	1	-13	-3	7
CCN(CC)c1nc2ccccc2nc1C(C#N)C(=O)NCCc1ccccc1 (stereo not drawn)
→ 1	92	8	-9	103	-5	3	-5	-4
O=c1[nH]c(SCc2ccccc2)nc2c1sc1ccccc12
→ 3	103	36	-12	104	-1	2	-1	-1
COc1ccc(-c2nc3ccccc3nc2-c2ccc(OC)cc2)cc1
→ 3	104	8	-12	105	0	1	5	9
NC(=O)CC(NC(=O)c1cccc(Br)c1)c1ccc(N2CCN(c3ccccn3)CC2)c([N+](=O)[O-])c1 (stereo not drawn)
→ -3	99	6	-12	101	-3	1	0	5
Cn1c(N)c(C(=O)COC(=O)CCC(=O)c2ccc(F)cc2)c(=O)n(C)c1=O
→ -4	92	7	8	92	2	-4	-2	-14
COCCNC(=O)COC(=O)/C=C/c1cnc2ccccc2n1
→ -1	100	14	0	101	1	0	-3	-3
O=C(O)CSc1nc2sc3c(c2c(=O)n1Cc1ccccc1)CCCCC3
→ 1	103	11	2	105	-1	-10	4	1
CCN(CC(=O)Nc1c(F)cccc1F)C(=O)c1ccc(=O)[nH]c1
→ 8	102	-4	-6	103	nt	4	3	-1
COc1ccc(NC(=O)C2CSC3c4ccccc4C(=O)N23)cc1 (stereo not drawn)
→ 3	103	1	-11	72	-2	12	1	37
CCOC(=O)c1cc2cc(-c3c(C(=O)OCC)oc4cc(O)cc(O)c4c3=O)ccc2o1
→ 2	90	13	-7	93	-1	0	-7	10
CC(C)(C)C1=Nn2c(nnc2C2CCCCC2)SC1
→ -4	99	-8	-3	100	0	-2	-5	nt
CCOC(=O)N1CCN(C(=O)c2ccccc2N(Cc2ccccc2)S(=O)(=O)c2ccc(OC)cc2)CC1
→ 3	106	4	-14	101	-6	-4	-2	-2
Cc1csc2ncnc(NC3CCN(Cc4ccccc4)CC3)c12
→ -2	107	9	-12	101	5	1	0	6
COc1cccc(C2c3[nH]c4ccccc4c3C[C@H]3C(=O)N(C4CCN(Cc5ccccc5)CC4)CC(=O)N23)c1 (stereo partly drawn)
→ 2	129	-9	5	110	1	1	23	14
CCOc1ccccc1-c1nc(-c2ccc(C)nc2OC)no1
→ -2	92	-32	10	98	2	6	0	4
O=c1c2[nH]cnc2n(-c2cccc(Br)c2)c(=O)n1Cc1ccccc1
→ -1	109	5	-13	113	0	6	11	5
Cc1ccc(NC(=O)Nc2cccnc2)cc1
→ -2	99	17	6	97	2	4	0	27

# Compound activity deposited in PubChem by several laboratories.
